Pol eta inh = qHTS for Inhibitors of Polymerase Eta; DNA polymerase eta (Homo sapiens), Q9Y253; recombinant Pol eta, fluorescent DNA replication assay; Potency, µM (highest dose often 114 µM), for inactives: at the highest dose activity change, negative = inhibition, hits mostly inhibitors; 1.2% of 390,000 active; AID 588591, 2011; also: potency is read from the fitted curve at half-maximal effect; % is scaled to controls: 0 for no effect and ±100 for the full control effect
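Fluorescent replication assay: 50 nM final substrate added after a 15 min room-temperature compound preincubation with 10 nM enzyme. Signal taken at 0 min and again at 10 min.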
POLB inh = qHTS Assay for Inhibitors of DNA Polymerase Beta; P06746; Pol beta primer extension/strand displacement, fluorescence kinetic; Potency, µM (series often up to 114 µM), for the others: at the highest dose activity change, negative = inhibition, most hits filed as inhibitors; 1.3% of 340,000 active; also: potency is read from the fitted curve at half-maximal effect; % is scaled to controls: 0 for no effect and ±100 for the full control effect
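Homogeneous kinetic assay of primer extension and strand displacement by 10 nM Pol beta, preincubated 15 min at room temperature with compound before 50 nM substrate (final) was added. Read at 0 and 10 min; four-parameter Hill fit.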
Pol iota inh = qHTS for Inhibitors of Polymerase Iota; 1% of 390,000 active; Potency, µM (doses to about 115 µM), inactives show at the highest dose activity, negative = inhibition, usual class: inhibitors; AID 588590, 2011; Pol iota fluorescent replication assay, 10 min; DNA polymerase iota (Homo sapiens), Q9UNA4; also: potency is read from the fitted curve at half-maximal effect
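Fluorescent replication assay read twice, at 0 min and 10 min after adding 50 nM (final) substrate. Enzyme (10 nM) and compounds were first incubated 15 min at room temperature; enzyme-free buffer wells were negative controls.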
Anesthetic bind = qHTS Assay for Identification of Novel General Anesthetics. Ferritin light chain (Equus caballus), P02791. apoferritin/1-aminoanthracene competitive binding, fluorescence. Potency, µM (titrated, usually from 77.5 µM), for inactives: at the highest dose activity change, negative = displacement, hits mostly inhibitors. 0.074% of 350,000 active; also: potency is read from the fitted curve at half-maximal effect; % is scaled to controls: 0 for no effect and ±100 for the full control effect; nearly all actives have a fitted effect of over 20% in size
Target sequence (P02791 2-175 limits assumed): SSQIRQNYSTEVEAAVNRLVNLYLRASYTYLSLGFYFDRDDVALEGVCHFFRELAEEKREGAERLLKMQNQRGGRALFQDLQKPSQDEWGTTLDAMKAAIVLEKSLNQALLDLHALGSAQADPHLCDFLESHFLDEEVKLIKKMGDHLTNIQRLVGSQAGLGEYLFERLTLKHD
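Horse-spleen apoferritin (10 uM) was mixed with 50% saturated 1-aminoanthracene in PBS, exposed to compounds for 10 min at room temperature, and read for fluorescence (ex 380 nm, em 535 nm). Competitive displacement was fitted with a four-parameter Hill equation.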
GRP78 ERSR act = qHTS for Inducers of the Endoplasmic Reticulum Stress Response (ERSR) in Human Glioma: qHTS; U87-MG GRP78 promoter luciferase reporter, 16 h; 0.02% of 420,000 active; AID 602332, 2012; Potency, µM, for inactives: at the top dose activation, hits mostly activators; also: potency is read from the fitted curve at half-maximal effect; series mostly up to about 76 µM; % of control where 0% means no effect; nearly all actives have a fitted effect of over 35% in size
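Stably transfected U87-MG human glioma cells carrying a GRP78-based luminescent sensor were seeded at 1000 cells/well, pin-dosed with compounds and incubated 16 h. Luciferase reagent was then added, and end-point luminescence was read after 10 min at room temperature.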
APE1 inh = qHTS Assay for Inhibitors of the Human Apurinic/apyrimidinic Endonuclease 1 (APE1) | recombinant APE1, TAMRA/BHQ-2 abasic DNA cleavage fluorescence | Potency, µM (top dose mostly 65.8 µM), for inactives: top-dose activity change, negative = inhibition, hits mostly inhibitors | 0.35% of 350,000 active | AID 2517, 2012;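 also: potency is read from the fitted curve at half-maximal effect; plate controls were vehicle for no effect and reference inhibitor for full effect; nearly all actives have a fitted effect of over 55% in size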
Target sequence (P27695 whole entry, looked up): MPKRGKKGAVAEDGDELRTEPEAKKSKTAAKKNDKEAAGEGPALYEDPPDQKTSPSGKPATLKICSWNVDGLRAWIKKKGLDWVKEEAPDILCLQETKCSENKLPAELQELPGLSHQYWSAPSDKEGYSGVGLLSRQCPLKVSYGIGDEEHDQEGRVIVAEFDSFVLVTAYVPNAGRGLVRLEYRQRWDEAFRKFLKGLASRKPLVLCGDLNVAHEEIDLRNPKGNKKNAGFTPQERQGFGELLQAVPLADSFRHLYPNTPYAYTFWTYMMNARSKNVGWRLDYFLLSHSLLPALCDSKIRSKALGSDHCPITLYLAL
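Enzyme (0.75 nM final) and test compound are incubated 15 min at room temperature before adding 50 nM quenched THF abasic-site duplex. Cleavage dequenches TAMRA, followed at 525/598 nm over three reads one minute apart.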
LDHA inh = qHTS assay for inhibitors of human lactate dehydrogenase | L-lactate dehydrogenase A chain (Homo sapiens), P00338 | purified LDHA, NADH/diaphorase-resazurin fluorescence; active compounds read low | activity change, % (values are at about 110 or 230 µM) | 0.15% of 480,000 active | AID 1347041, 2019; in the data active = activity change below about -30%; inconclusive = mostly about -25% to -30%;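 also: plate controls were DMSO wells for no effect and wells without enzyme for full effect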
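Human LDH5 at 2 nM final in Tris HCl pH 7.4 with 0.06 mM NADH and 0.2 mM pyruvate, reacted 5 minutes at room temperature. Remaining NADH coupled via diaphorase/resazurin; resorufin fluorescence read at 0 and 20 minutes, normalized to enzyme-free and DMSO wells.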
BLM helicase inh = qHTS Assay for Inhibitors of Bloom's syndrome helicase (BLM); RecQ-like DNA helicase BLM (Homo sapiens), P54132; recombinant BLM DNA unwinding, fluorescence dequenching; Potency, µM (titrated, usually from 56.1 µM), inactives show top-dose activity change, negative = inhibition, actives largely listed as inhibitors; 0.2% of 350,000 active; AID 2528, 2010;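 also: potency is read from the fitted curve at half-maximal effect; plate controls were vehicle for no effect and no enzyme for full effect; nearly all actives have a fitted effect of over 35% in size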
POLK inh = qHTS for Inhibitors of Polymerase Kappa; DNA polymerase kappa (Homo sapiens), Q9UBT6; purified Pol kappa, fluorescent DNA synthesis assay, 10 min; Potency, µM (doses to about 107 µM), for inactives: at the top dose activity, negative = inhibition, usual class: inhibitors; 0.53% of 400,000 active; also: potency is read from the fitted curve at half-maximal effect; % is scaled to controls: 0 for no effect and ±100 for the full control effect
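Inhibition of 10 nM Pol kappa is measured by a fluorescent read-out at 0 and 10 min following addition of 50 nM substrate (final), with a 15-min room-temperature compound preincubation.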
* = called active by the depositor; ? = inconclusive; / = not tested or not shown; & = joins results of further samples; [ ] = another dose, or the depositor's remark. Unless noted, calls follow the shape of the dose curve; as a rule, active = well fitted curve in the direction sought with a large enough effect; inconclusive = small, poorly fitted or top-dose-only effect, or another doubt; inactive = no such curve, though single readings can be large; an effect the other way counts as inactive or inconclusive. Not all compounds are listed; rates above refer to the full screens.

SMILES	Pol eta inh	POLB inh	Pol iota inh	Anesthetic bind	GRP78 ERSR act	APE1 inh	LDHA inh	BLM helicase inh	POLK inh
COC(=O)C1=C(c2cccc(C#N)c2)C[C@@H]2CC[C@H]1N2C(=O)NCc1cccc2ccccc12	-19.3%	/	-29.2%	/	-4.1%	8.4%	-3.0	/	-9.7%
CCOc1ccc(-c2c(C)n(-c3ccc(OCC)cc3)c3[n+]2CCCCC3)cc1	-5.8%	6.7%	24.6%	-5.6%	0.1%	1.0%	10.4	-5.4%	-13.3%
COc1cc(Cn2c(N)c(C(=O)NCc3ccco3)c3nc4ccccc4nc32)cc(OC)c1OC	-17.1%	9.4%	?	50.2%[activator]	0.1%	-7.1%	22.8	3.5%	-35.8%
CCOC(=O)/C(CCCN(CC)CC)=N\O	-17.4%	-1.1%	17.7%	-7.4%	-5.9%	-12.3%	?	-7.5%	-5.3%
CCCCc1nc2ccccc2c(=O)n1-c1ccccc1[N+](=O)[O-]	-20.3%	19.9%	-6.9%	-21.5%	-3.3%	1.1%	-2.2	-4.5%	-2.1%
CC(C)c1ccc(Cc2cn3cc(-c4cc5ccccc5oc4=O)nc3s2)cc1	-16.4%	-1.1%	49.1%[activator]	4.9%	-2.1%	/	-5.2	-3.6%	4.9%
CNC(=O)OCCc1n(C)cc[n+]1C	-6.4%	-16.9%	178.1%[activator]	-1.5%	0.2%	-0.3%	-23.1	1.3%	-14.0%
C=Cn1c(P(=S)(N2CCOCC2)N2CCOCC2)cc2c1CCCC2	-7.0%	?	?	-19.2%	-3.3%	-3.1%	3.7	-3.7%	-16.2%
COP(=S)(OC)Oc1ccc(SC)c(C)c1	-15.1%	/	-13.3%	-1.5%	-1.0%&-2.5%&-0.3%	1.1%&11.9%	-4.7	-0.7%&0.7%	-13.2%
CCCCc1ccc(NC(=O)c2cccn(Cc3ccc(Cl)cc3)c2=O)cc1	-11.4%	2.7%	-2.3%	5.4%	-0.5%	/	-2.5	-4.0%	-8.5%[60.1 µM]
CC(N)Cc1ccccc1Sc1ccc(O)cc1 (stereo not drawn)	/	20.0%	/	-10.4%	/	-2.9%	/	3.2%	/
COc1ccc(CCNC(=O)c2c(N)n(CCN3CCOCC3)c3nc4ccccc4nc23)cc1OC	-13.1%	-21.1%	-22.0%	45.1%[activator]	-0.1%	-5.3%	6.2	-7.2%	-18.4%
COc1cccc(C2(O)CCN(CC(=O)Nc3nc(C)cs3)CC2)c1	7.2%	1.2%	10.8%	-19.6%	2.2%	4.1%	-1.7	-8.4%	-11.2%
CCCN1CCCC2Cc3[nH]ncc3CC21 (stereo not drawn)	-3.1%[57.1 µM]	11.5%[57.1 µM]	3.2%[58.9 µM]	/	/	-3.2%&-2.5%	/	4.3%	/
Cc1ccsc1-c1nc(CSCC(=O)N2CCC3(CC2)OCCO3)c(C)o1	-8.1%	26.3%	-4.0%	-12.1%	-0.7%	-1.4%	2.8	-1.5%	6.1%
CCN(CC)c1ccc(/C=C2\C(=O)NC(=S)N(c3ccc(OC)cc3OC)C2=O)o1	-15.1%	/	88.8%[activator]	/	-0.2%	/	-0.3	/	-6.5%
Cc1cccc2c3c(ccc12)C1=C(C(=O)C3=O)[C@@H](C)CO1	/	/	/	0.0%	-3.5%	-3.2%	/	-9.5%	?
O=C(Nc1ccc(OC(=O)N2CCCC2)cc1)N1CCOCC1	-16.5%	1.5%	-0.7%	-1.0%	4.9%	7.9%	2.3	4.4%	0.0%
CC(C)c1cccc(C(C)C)c1O	-1.4%[57.1 µM]	14.0%[57.1 µM]	?	?	-4.4%&-1.0%&-1.5%&-4.4%&-1.9%&-3.1%	-1.4%	-7.0	-9.6%	-10.4%[60.1 µM]
CN1CC[C@]23c4c5ccc(O)c4OC2[C@H](O)C=CC3[C@H]1C5 (stereo partly drawn)	-2.1%	/	33.9%[activator]	/	-0.1%	33.9%	-2.9	/	0.0%
COc1ccccc1CN1CCN(C(=O)COc2cccc(C)c2)CC1	-17.2%&-21.3%	4.6%&-0.9%	29.1%	-11.3%&-12.2%	5.2%&0.3%	-3.1%	-18.9&-18.3	-6.3%&-1.5%	-1.3%&-13.4%
CC1CCCC(NC(=O)CNC(=S)N2CC3CC(C2)c2cccc(=O)n2C3)C1C (stereo not drawn)	-4.6%	7.2%	9.4%	-5.3%	-1.3%	1.9%	0.4	-0.3%	2.9%
O=C(CN1C2CCC1CC(O)(c1cccnc1)C2)Nc1ccc2c(c1)OCO2 (stereo not drawn)	8.2%	2.5%	-8.5%	-13.9%	-0.2%	8.4%	4.0	1.9%	-1.5%
Cc1nccn1Cc1ccc(Cl)nc1	-3.5%	6.3%	134.9%[activator]	-7.8%	-1.0%	2.4%	-8.1	-7.7%	-6.0%
Cc1ccc2c(c1)C(c1ccccc1)=NCC(=O)N2C	23.3%	/	11.2%	/	-1.0%	/	1.6	/	8.1%

Pulled one by one from the list above (two):
SMILES	Pol eta inh	POLB inh	Pol iota inh	Anesthetic bind	GRP78 ERSR act	APE1 inh	LDHA inh	BLM helicase inh	POLK inh
CCN(CC)c1ccc(/C=C2\C(=O)NC(=S)N(c3ccc(OC)cc3OC)C2=O)o1	-15.1%	/	88.8%[activator]	/	-0.2%	/	-0.3	/	-6.5%
COc1ccccc1CN1CCN(C(=O)COc2cccc(C)c2)CC1	-17.2%&-21.3%	4.6%&-0.9%	29.1%	-11.3%&-12.2%	5.2%&0.3%	-3.1%	-18.9&-18.3	-6.3%&-1.5%	-1.3%&-13.4%

Continuation:
SMILES	Pol eta inh	POLB inh	Pol iota inh	Anesthetic bind	GRP78 ERSR act	APE1 inh	LDHA inh	BLM helicase inh	POLK inh
Cc1ccc(C(=O)Nc2ccc(S(=O)(=O)N3CCC(c4nc5ccccc5s4)CC3)cc2)cc1	-4.8%	-15.7%	22.8%	5.6%	-3.5%	/	-14.5	-2.4%	-17.8%
CCOP(=O)(OCC)C(NC(=O)c1ccc(Cl)cc1)=C(Cl)Cl	-11.8%	-0.5%	14.8%	-7.7%	-3.5%	0.4%	-18.9	0.1%	-13.4%
CCS(=O)(=O)NC(C)c1nnc2n1-c1ccc(Br)cc1C(c1ccccc1Cl)=NC2 (stereo not drawn)	-0.9%	/	-4.0%	/	-7.3%	/	-4.0	/	-4.5%
CC(=Nc1ccccc1N)c1c(O)n(C)c(=O)[nH]c1=O	-2.5%	16.6%	101.4%[activator]	-1.8%	1.4%	0.3%	0.9	-0.1%	-6.4%
CCCCN1C(=O)C(C2c3ccccc3C(=O)N2Cc2ccccc2)C(=O)NC1=S (stereo not drawn)	-4.4%	12.9%	-3.7%	-11.8%	0.7%	3.2%	-1.2	-1.4%	-26.6%
Cc1ccc(C(=O)c2cc(Br)ccc2N)cc1	-25.4%	-10.7%	28.1%	?	4.8%	-3.7%	1.6	-15.0%	-2.5%
CCCCOP(=O)(c1ccc(N(C)C)cc1)C(O)c1c(Cl)cccc1Cl (stereo not drawn)	-15.1%	18.2%	141.9%[activator]	-3.9%	-5.0%	-16.1%	-1.1	-6.1%	-9.5%
C/C(=N\N1CCCCCC1)c1c(O)n(C2CCCCC2)c(=O)[nH]c1=O	-20.3%	1.9%	43.5%[activator]	-14.3%	1.8%	0.6%	-6.9	-5.3%	-6.9%
CC(=O)c1ccc(NC(=O)c2sc3nc4c(cc3c2N)N2CCC4CC2)cc1	3.8%	12.0%	-8.7%	94.1%[activator]	-2.8%	/	-8.2	-2.5%	-3.3%
N#Cc1ccccc1OCC(=O)N1CCN(CC(=O)Nc2ccc(F)cc2)CC1	-20.3%	/	27.4%	/	0.5%	23.1%	-1.7	/	-10.1%
O=C(CN1CCN(CCO)CC1)Nc1ccc(Cl)cc1C(=O)c1ccccc1	-7.1%	-0.8%	21.4%	-0.3%	-3.4%	9.6%	-5.4	5.8%	-11.6%
NC(N)=NN=Cc1c(Cl)cccc1Cl	/	/	/	-12.4%[29.3 µM]	-2.6%&-3.5%	1.1%	/	48.1%[activator]	-5.8%[19.4 µM]
CC(=O)CC(C)(C)n1c[n+](C)nn1	-7.3%	9.7%	-14.0%	-15.0%	-0.3%	10.8%	1.5	0.5%	-6.1%
CCn1ncc(-c2ccnc3cc(C(=O)O)nn23)c1C	25.1µM*	?	35.5µM*	146.7%[activator]	-3.6%	-4.0%	4.1	?	-19.9%
CC(=O)C1C(N2CC2)CC2C3CC=C4CC(O)CCC4(C)C3CCC21C (stereo not drawn)	-6.0%	/	-11.8%	/	5.8%	/	-9.5	/	-1.4%

Three entries out of the list, sorted by molar mass, lowest first:
SMILES	Pol eta inh	POLB inh	Pol iota inh	Anesthetic bind	GRP78 ERSR act	APE1 inh	LDHA inh	BLM helicase inh	POLK inh
CC(=Nc1ccccc1N)c1c(O)n(C)c(=O)[nH]c1=O	-2.5%	16.6%	101.4%[activator]	-1.8%	1.4%	0.3%	0.9	-0.1%	-6.4%
C/C(=N\N1CCCCCC1)c1c(O)n(C2CCCCC2)c(=O)[nH]c1=O	-20.3%	1.9%	43.5%[activator]	-14.3%	1.8%	0.6%	-6.9	-5.3%	-6.9%
CC(=O)c1ccc(NC(=O)c2sc3nc4c(cc3c2N)N2CCC4CC2)cc1	3.8%	12.0%	-8.7%	94.1%[activator]	-2.8%	/	-8.2	-2.5%	-3.3%
